C8 TRAIL sens: sensitizes caspase-8 expressing cells to TRAIL. NB7+C8 cells + TRAIL, ATPlite viability luminescence. 1% of 360,000 active. inhibition (viability loss, TRAIL sensitization), % at 10 µM. AID 624354;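 active means compounds causing at least 50% loss of cell viability in the single-dose screen, relative to plate controls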
TWEAK Fn14 block: inhibitors of TWEAK-Fn14 interaction signaling; TWEAK-stimulated Fn14 reporter cells, luciferase luminescence, 8 h; inhibition, % at 10 µM; 2% of 360,000 active; in the data active means inhibition above about 50%
NCOA2 inhibitor: inhibits human steroid receptor coactivator 2; Q15596; HEK293 GAL4-SRC2 luciferase reporter, luminescence; inhibition, % at 9 µM; AID 651957; 0.17% of 370,000 active;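 active means inhibition above the mean inhibition of all tested compounds plus 3 SD, set per campaign, cut at about 52% in these data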;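 further: 0% = DMSO treated cells and 100% = cells given Gossypol at 36 µM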
Target sequence (Q15596 whole entry, looked up, the tested form may be a part): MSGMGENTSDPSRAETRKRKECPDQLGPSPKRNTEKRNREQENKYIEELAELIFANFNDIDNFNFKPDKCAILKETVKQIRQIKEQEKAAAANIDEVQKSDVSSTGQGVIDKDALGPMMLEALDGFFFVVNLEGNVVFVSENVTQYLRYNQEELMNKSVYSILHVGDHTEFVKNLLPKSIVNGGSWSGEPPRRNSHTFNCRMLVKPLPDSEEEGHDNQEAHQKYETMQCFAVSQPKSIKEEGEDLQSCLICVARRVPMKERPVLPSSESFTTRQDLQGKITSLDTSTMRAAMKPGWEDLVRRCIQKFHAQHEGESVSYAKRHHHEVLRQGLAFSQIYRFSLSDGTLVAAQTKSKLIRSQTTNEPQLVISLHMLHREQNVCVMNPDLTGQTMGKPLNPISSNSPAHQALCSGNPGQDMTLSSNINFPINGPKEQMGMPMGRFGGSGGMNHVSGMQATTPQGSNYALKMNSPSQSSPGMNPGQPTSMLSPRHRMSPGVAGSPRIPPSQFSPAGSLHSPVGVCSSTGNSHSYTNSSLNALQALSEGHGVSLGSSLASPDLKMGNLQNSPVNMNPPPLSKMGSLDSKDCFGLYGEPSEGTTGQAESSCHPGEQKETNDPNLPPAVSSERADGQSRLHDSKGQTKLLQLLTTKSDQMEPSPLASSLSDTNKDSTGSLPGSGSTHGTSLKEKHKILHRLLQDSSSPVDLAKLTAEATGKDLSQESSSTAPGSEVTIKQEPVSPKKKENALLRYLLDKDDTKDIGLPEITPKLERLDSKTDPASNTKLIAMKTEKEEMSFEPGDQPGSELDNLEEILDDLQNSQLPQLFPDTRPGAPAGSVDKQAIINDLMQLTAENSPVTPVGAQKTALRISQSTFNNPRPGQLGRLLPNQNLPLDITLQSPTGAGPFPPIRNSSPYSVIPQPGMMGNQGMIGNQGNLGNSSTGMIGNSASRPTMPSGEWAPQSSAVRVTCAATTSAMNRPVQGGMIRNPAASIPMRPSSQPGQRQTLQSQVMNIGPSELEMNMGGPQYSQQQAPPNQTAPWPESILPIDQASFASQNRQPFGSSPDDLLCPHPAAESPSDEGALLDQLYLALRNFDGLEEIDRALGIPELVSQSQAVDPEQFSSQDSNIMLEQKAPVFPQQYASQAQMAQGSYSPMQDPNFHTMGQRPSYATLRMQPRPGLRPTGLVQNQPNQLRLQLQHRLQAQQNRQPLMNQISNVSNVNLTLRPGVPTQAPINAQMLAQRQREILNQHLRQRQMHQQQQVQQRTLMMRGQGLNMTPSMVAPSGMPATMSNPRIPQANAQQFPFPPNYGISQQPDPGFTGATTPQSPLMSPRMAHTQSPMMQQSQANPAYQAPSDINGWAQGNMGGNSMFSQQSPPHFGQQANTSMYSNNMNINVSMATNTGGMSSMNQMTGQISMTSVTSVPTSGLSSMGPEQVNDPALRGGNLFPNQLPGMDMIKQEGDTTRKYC
KKLEB tox: counter-screen for CF NF-kB inhibitors: cytotoxicity; KKLEB CF airway cells viability, ATPlite luminescence, overnight; active compounds read low; cells stimulated with P. aeruginosa culture filtrate; activity change (cytotoxicity), % at 5 µM; 0.36% of 360,000 active; AID 602141;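 active means corrected activity change at or below -50% at 5 µM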
SRC1 inh: inhibits human SRC1 coactivator; Q15788; HEK293 GAL4-SRC1 luciferase reporter, luminescence; inhibition, % at 3.6 µM; 0.12% of 360,000 active;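 active means inhibition above the campaign mean plus 3 SD, with each screening campaign given its own cutoff, cut at about 60% in these data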;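 further: 0% = DMSO treated cells and 100% = gossypol at 36 µM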
LMP1 NFkB inh: inhibitors of Epstein-Barr LMP1-induced NF-kappaB reporter; inhibition, % at 12.5 µM; LMP1-induced NF-kappaB luciferase reporter cells, luminescence; AID 504558; 0.69% of 350,000 active; in the data active means inhibition above about 41%;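 further: 0% = neutral control wells and 100% = reference inhibitor control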
CF NFkB inh: blocks PAF-induced NF-kB reporter in cystic fibrosis cells; KKLEB NF-kB-GFP reporter, GFP fluorescence overnight; inhibition, % at 5 µM; 0.86% of 360,000 active;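 active means at least 50% inhibition at 5 µM, scaled per plate between neutral and stimulator controls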;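 further: PAF is a Pseudomonas aeruginosa culture filtrate used as stimulus; plate controls were PAF-stimulated DMSO wells for no effect and unstimulated DMSO wells for full effect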
LRH-1 inv ag: inverse agonists of human LRH-1 (NR5A2). O00482. HEK293T StAR-luciferase reporter, LRH-1 transfected, 24 h. inhibition, % at 3.6 µM. 0.13% of 360,000 active. AID 602396;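 active means inhibition above the mean inhibition of all tested compounds plus 3 SD, cut at about 73% in these data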;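 further: 0% = DMSO wells and 100% = reporter-only cells lacking LRH-1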
SRC3 inh: inhibitors of human steroid receptor coactivator 3 (SRC3). 0.17% of 360,000 active. AID 588352. inhibition, % at 3.6 µM. HEK293 GAL4-SRC3 luciferase reporter, luminescence;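 active means inhibition above a per-campaign cutoff, the mean of all compounds plus 3 SD, cut at about 60% in these data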;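 further: 0% = DMSO-treated cells and 100% = gossypol-treated cells at 36 µM; higher means less SRC3-driven luciferase light from the GAL4 reporter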
NR2F2 inh: inhibitors of human COUP-TFII (NR2F2). P24468. HEK293T NGFI-A luciferase reporter, luminescence. inhibition, % at 8.6 µM. 0.7% of 370,000 active. AID 686940;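 active means inhibition above a per-plate cutoff, mean inhibition of test wells between control levels plus 3 SD, cut at about 38% in these data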;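 further: cells cotransfected with COUP-TFII expression vector driving the NGFI-A reporter; 0% = median of COUP-TF2 test wells and 100% = reporter-only cells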
TROY NFkB inh: inhibitors of TROY-dependent NF-kB signaling; Q293 LMP1-TROYcd NF-kB luciferase reporter, 4 h; inhibition, % at 10 µM; 0.98% of 360,000 active;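 active means compounds whose plate-normalised and pattern-corrected inhibition of the luciferase reporter signal at the single screening dose is 50% or more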
* hit, by the source's call; · = not tested or not shown.

molecule,C8 TRAIL sens,TWEAK Fn14 block,NCOA2 inhibitor,KKLEB tox,SRC1 inh,LMP1 NFkB inh,CF NFkB inh,LRH-1 inv ag,SRC3 inh,NR2F2 inh,TROY NFkB inh
CN(C(=O)c1ccno1)c1nnc(-c2cccnc2)s1,-10.4,17.7,-18.9,0.0,-9.6,-0.3,2.6,10.4,-2.9,-16.0,-8.5
Cc1ccc(NC(=O)c2ccco2)c(NC(=O)COc2ccccc2)c1,-10.5,-0.4,-5.8,4.5,6.8,3.5,2.7,-24.6,0.6,10.6,-5.2
COC(=O)C(Cc1ccccc1)NC(=O)C(CC(C)C)NC(=O)OC(C)(C)C (configuration not stated),-6.3,-1.1,-23.2,-4.1,3.4,-0.5,-3.6,3.4,2.6,14.3,-9.7
O=C(CCN1CCN(c2ccccc2)CC1)Nc1ccc(Cl)cc1,-17.0,-14.6,1.7,3.7,-16.0,-7.1,-12.1,2.2,33.1,16.0,-10.4
O=C(O)CCC(CNS(=O)(=O)c1ccccc1)C(F)(F)F (configuration not stated),-8.3,-4.9,3.0,-0.4,-15.1,-12.8,4.3,-4.6,6.3,-8.2,3.8
O=C(CCc1ccccc1)NCC(=O)N/N=C/c1ccc(O)cc1O,0.8,-9.9,9.7,3.6,5.9,11.9,18.0,-1.2,3.0,-7.3,-8.6
C[C@@H]1CCC(=O)N(CC[C@H](Oc2ccccc2)c2ccccc2)CC1,-7.0,-0.7,-5.5,7.5,10.3,4.6,-19.0,9.2,-15.3,8.2,-5.4
CCCN(C(=O)COC(=O)c1nc2nc(C)cc(C)n2n1)C1CCS(=O)(=O)C1 (configuration not stated),-7.4,0.1,7.4,-0.2,-1.6,8.8,-5.1,-4.1,8.2,6.1,-15.3
CCc1ccc(N2CC(C(=O)OCC(=O)NNC(=O)c3ccccc3)CC2=O)cc1 (configuration not stated),-10.8,-2.8,-0.8,9.5,3.6,0.3,-9.1,9.3,8.3,3.8,-8.0
O=C1C=C(O)c2c(O)cc(O)c(O)c2C1=O,14.2,69.8*,17.2,-23.4,8.3,8.6,17.8,8.6,11.3,21.9,5.7
CC(=NCCCn1ccnc1)c1c(O)n(Cc2ccccc2)c(=O)[nH]c1=O,-9.5,-5.5,-7.2,10.0,20.1,7.0,-15.6,-11.1,12.3,6.2,-1.6
CCNC(=O)CSc1nc(-c2ccccc2)cs1,14.9,-44.4,-42.5,-1.1,1.0,-22.5,6.5,-62.5,-29.4,-31.4,-20.8

Additional compounds:
molecule,C8 TRAIL sens,TWEAK Fn14 block,NCOA2 inhibitor,KKLEB tox,SRC1 inh,LMP1 NFkB inh,CF NFkB inh,LRH-1 inv ag,SRC3 inh,NR2F2 inh,TROY NFkB inh
O=c1c2ccccc2nc2sc3ccccc3n12,32.1,-15.9,-53.4,14.5,-103.6,-35.4,-76.8,-80.6,-55.5,-8.8,-74.0
O=C(COC(=O)Cc1ccccc1[N+](=O)[O-])Nc1nnc(-c2ccccc2)o1,-5.0,-25.9,1.7,-12.8,-7.8,4.2,-9.0,15.6,10.9,-4.1,-41.6
CCOc1ccc(S(=O)(=O)Nc2ccc(C(=O)N3CCCC3)cc2)cc1C(N)=O,-2.2,-9.9,6.8,-0.8,0.4,-4.3,23.8,-1.3,-1.2,6.4,-6.7
COc1ccc(OC)c(S(=O)(=O)N(C)CC(=O)Nc2cc(Cl)ccc2OC)c1,28.1,-1.0,-7.7,-4.2,-13.4,7.0,12.0,-2.7,-0.7,-6.8,-0.8
CCN(C(=O)Cn1c(Cl)nc2c1c(=O)n(C)c(=O)n2C)C1CCCCC1,-7.7,18.7,-0.6,-3.9,13.3,-2.9,9.7,11.7,-44.7,10.6,0.0
O=C(NCc1ccccc1)c1ccc([N+](=O)[O-])cc1,3.9,1.5,14.8,-23.1,-4.8,·,6.6,-8.9,11.3,-3.1,1.0
O=[N+]([O-])c1ccc(CNCc2cc(Cl)ccc2O)cc1,-27.2,-20.3,-51.5,-16.0,-18.9,-2.3,-22.3,-13.9,-5.0,-17.7,-42.3
CN(CC(=O)Nc1cccc(F)c1)CC(=O)Nc1cccc(S(=O)(=O)N(C)c2ccccc2)c1,3.7,21.5,-2.5,-3.8,-13.3,1.3,-10.6,0.4,-23.0,7.8,11.6
CC1CC(C)CN(C(=O)c2cccc(S(=O)(=O)N(C)c3ccccc3)c2)C1 (configuration not stated),25.3,8.7,8.5,-1.6,4.2,-0.9,15.7,-5.3,19.2,9.3,28.8
O=C(Nc1cccc(NC(=O)c2cccc(F)c2)c1)c1ccccc1,1.7,20.6,-11.9,-4.3,-1.7,7.7,-3.2,-12.4,-0.8,1.7,6.2
NC(=O)C1CCN(CC(O)COCc2ccccc2Cl)CC1 (configuration not stated),-2.4,4.3,4.5,5.2,5.3,3.1,-1.9,1.0,2.9,9.8,7.6
CCC1CCCCN1C(=O)CSc1nnc(CNC(=O)c2c(F)cccc2Cl)o1 (configuration not stated),-1.1,-20.5,-24.4,-8.9,10.9,5.2,4.6,-10.1,0.1,14.5,1.1

Remaining list, next part.
molecule,C8 TRAIL sens,TWEAK Fn14 block,NCOA2 inhibitor,KKLEB tox,SRC1 inh,LMP1 NFkB inh,CF NFkB inh,LRH-1 inv ag,SRC3 inh,NR2F2 inh,TROY NFkB inh
Cc1cc(NC(=O)Cn2ccsc2=N)c([N+](=O)[O-])cc1C,-3.1,4.0,-22.5,20.8,-20.6,-4.2,-33.1,4.4,5.2,10.0,-2.6
Cc1nn(-c2ccccc2)c(C)c1NC(=O)COC(=O)c1ccc(Cl)c(S(N)(=O)=O)c1,0.1,12.1,-8.0,-12.8,-3.7,-1.8,-9.3,-4.9,22.4,-18.8,2.5
c1nc(N2CCC3(CC2)OCCO3)c2c3c(sc2n1)CCCC3,-4.0,13.0,23.7,-8.6,-3.7,5.8,29.4,-6.0,26.0,17.2,24.6
Cc1cccc(NC(=O)CNC(=O)c2ccc3c(c2)OCO3)n1,8.8,11.3,-12.8,-8.2,-12.0,-1.5,-0.8,9.8,-4.1,-0.3,-0.7
CNC(=S)NCCN1CCOCC1,-7.5,0.0,-33.0,-5.9,1.8,3.6,5.5,-17.2,3.4,6.1,-1.5
CCOc1ccc(N2C(=O)CC(Sc3nc(C)cc(C)c3C#N)C2=O)cc1 (configuration not stated),-0.4,13.1,-13.9,-22.0,-2.4,-4.9,16.1,-1.9,10.9,-2.0,-20.4
COc1ccc(-c2csc(C(C)(O)c3ccc(F)c(F)c3)n2)cn1 (configuration not stated),-13.0,10.6,29.8,6.3,1.5,·,-15.0,1.9,-9.4,12.4,8.0
CCOc1ccccc1CNC(=O)CCCn1ncn2c(cc3occc32)c1=O,4.7,7.7,2.9,0.6,-2.5,3.2,3.9,-11.6,3.6,7.0,0.7
COc1ccc(-c2nc3cc(NC(=O)Cc4ccc(OC)c(OC)c4)ccc3o2)cc1,30.7,10.4,-13.0,17.2,-6.6,9.7,-19.8,-2.5,3.3,28.5,20.5
Cc1cccc(C)c1OCc1cc(C(=O)N2CCC(c3ccncc3)CC2)no1,12.1,23.1,-7.1,-11.6,-20.9,-3.3,10.9,-17.4,-11.1,26.1,-49.8
NC(N)=NS(=O)(=O)c1ccc(NC(=S)NC(=O)c2ccncc2)cc1,-17.9,34.1,0.5,2.7,-6.7,-0.1,-1.4,-0.9,1.1,14.7,3.8
O=C(NCC(c1cccnc1)N1CCN(c2ccc(F)cc2)CC1)c1ccccc1 (configuration not stated),2.0,0.7,18.9,11.0,-0.1,13.8,6.9,-2.9,6.9,24.3,-5.9

(more compounds)
molecule,C8 TRAIL sens,TWEAK Fn14 block,NCOA2 inhibitor,KKLEB tox,SRC1 inh,LMP1 NFkB inh,CF NFkB inh,LRH-1 inv ag,SRC3 inh,NR2F2 inh,TROY NFkB inh
CCN(CC(=O)Nc1ccccc1Br)C1CCCCC1,-3.8,-22.7,-3.7,1.7,4.4,-3.1,5.3,40.4,1.4,-1.1,-6.1
CCCCOP(=O)(c1ccc(N(C)C)cc1)C(O)c1ccc(OC)cc1 (configuration not stated),-4.2,7.4,8.4,-0.7,-27.6,-15.2,2.4,17.9,18.8,-16.6,7.8
Fc1ccccc1CSc1nnc(-c2cccs2)o1,10.1,-20.6,-79.9,-22.7,-120.1,-29.6,6.6,-143.9,-69.7,-48.3,-58.9
CCc1ccc2oc(-c3ccc(OC)cc3)cc(=Nc3cccc(C(=O)O)c3)c2c1,16.6,85.4*,-34.9,-6.6,-114.3,11.0,-33.6,-111.3,-95.0,-26.0,65.0*
Cc1n[nH]c(C)c1S(=O)(=O)N(CC(=O)N1CCc2ccccc21)c1ccc(C(C)C)cc1,6.6,-2.2,10.0,-3.7,9.4,-12.1,5.3,22.4,13.0,-13.2,3.2
COc1ccc(Cl)cc1C(=O)NCCCSc1ccccc1,-23.7,-19.0,8.8,3.3,9.2,4.9,-5.5,-6.3,5.8,11.9,-2.5
CC1(c2nnnn2Cc2ccccc2)CCC(=O)N1CCCN1CCOCC1 (configuration not stated),-8.5,-7.4,-13.5,·,·,·,·,-1.6,·,4.9,1.4
CCn1ccc(C(=O)Nc2ccc(Cl)cn2)n1,2.4,-28.2,-54.8,8.7,-86.2,-10.3,-14.0,-110.0,-98.8,-39.2,-38.8
CC1=C(C(=O)N2CCCCCC2)CC(CC(=O)NCCCCc2ccccc2)C(=O)N1CCC1=CCCCC1 (configuration not stated),25.9,14.5,5.4,·,·,·,·,-37.1,·,0.0,9.8
Cc1cc(=O)oc2cc(OCC(=O)N3CCN(c4ccccc4)CC3)ccc12,-3.8,-9.9,8.5,-19.3,-19.4,2.0,2.7,22.5,-0.6,11.6,-13.5
COc1ccc(/C(N)=N/OC(=O)CCc2ccccc2)cc1,-6.5,-9.2,-8.2,2.7,-15.7,-11.6,1.5,-9.6,6.6,3.9,-77.3
O=C(Nc1nc(-c2ccc(Cl)cc2Cl)cs1)C1CCCO1 (configuration not stated),14.3,-2.5,-64.4,5.5,-2.0,-14.0,-12.3,-12.5,-6.6,-3.2,-51.1

Following part:
molecule,C8 TRAIL sens,TWEAK Fn14 block,NCOA2 inhibitor,KKLEB tox,SRC1 inh,LMP1 NFkB inh,CF NFkB inh,LRH-1 inv ag,SRC3 inh,NR2F2 inh,TROY NFkB inh
CSCCC(NS(=O)(=O)c1cccs1)C(=O)NCc1cccs1 (configuration not stated),-6.2,-3.7,11.5,-5.6,-5.0,2.4,2.8,17.8,1.6,0.2,-9.3
Cn1c(NC(=O)c2ccccc2)c(-c2cccs2)c(=O)c2ccccc21,-1.3,-15.6,-2.9,5.7,-6.7,-21.1,-2.5,2.8,3.1,3.5,-30.6
CC(=O)Oc1ccc(C#C/C=C2\c3ccccc3C(=O)N2c2ccccc2)cc1,19.1,50.7*,·,-3.0,-5.7,-12.4,25.5,7.7,-14.0,·,-22.8
Cc1cc(C)c2nc(N3CCCC(C(=O)N4CCC(C(N)=O)CC4)C3)sc2c1 (configuration not stated),3.4,-2.9,7.6,5.4,-4.0,-8.4,1.6,-4.1,1.1,-8.1,-33.8
CCOc1cc2[nH]c(=S)n(CCCN(CC)CC)c(=O)c2cc1OCC,-1.6,-3.8,-31.9,-1.6,-6.4,-9.7,-12.5,1.6,-42.5,-18.3,-19.3

Assay outcomes as filed in PubChem.
